CHRM4 PAM = potentiates acetylcholine response at human M4 receptor; hit rate 0.4% among 360,000; CHO-K1 hM4/Gqi5, Fluo-8 calcium fluorescence, ACh EC20; 0% = ACh EC20, 100% = maximal ACh; activation, % at 3 µM; P08173;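 active = activation above its plate's cutoff, the mean activation of sample wells plus 3 SD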; also: some results filed as inactive read as strong as hits
CRFBP-R2 agonist = agonists of human CRF-binding protein/CRF-R2 receptor complex; hit rate 0.46% among 350,000; AID 588473; activation, % at 13.2 µM; HEK293 CRF-R2/CRF-BP, calcium dye fluorescence (FLIPR); percent of saturating CRF peptide response;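 active = activation of at least 50%, plus an integration ratio under a set limit after plate pattern correction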;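 also: plate controls were neutral control wells without compound for no effect and CRF at EC100 for full effect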
CHRM1 PAM = human CHRM1 positive allosteric modulation; CHO-K1 hM1, Fluo-8 calcium fluorescence, ACh EC20; 0% = ACh EC20, 100% = maximal ACh; AID 588819; activation, % at 3 µM; hit rate 0.088% among 360,000; P11229; in the data active = activation above about 19%, passing the limit was not always enough
Target sequence (P11229 whole entry, looked up): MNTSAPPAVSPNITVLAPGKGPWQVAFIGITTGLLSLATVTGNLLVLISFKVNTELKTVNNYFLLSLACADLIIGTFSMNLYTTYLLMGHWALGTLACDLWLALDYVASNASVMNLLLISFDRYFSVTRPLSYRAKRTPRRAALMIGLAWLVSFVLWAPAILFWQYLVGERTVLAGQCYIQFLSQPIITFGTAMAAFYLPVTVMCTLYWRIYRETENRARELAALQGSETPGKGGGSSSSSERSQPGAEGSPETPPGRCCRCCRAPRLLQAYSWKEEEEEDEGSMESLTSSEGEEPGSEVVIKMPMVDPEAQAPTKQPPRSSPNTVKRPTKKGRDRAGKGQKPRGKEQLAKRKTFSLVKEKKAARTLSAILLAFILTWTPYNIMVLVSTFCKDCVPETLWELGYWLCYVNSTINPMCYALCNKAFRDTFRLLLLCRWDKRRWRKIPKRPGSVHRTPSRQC
M5 ag = CHRM5 agonism in calcium assay | P08912 | CHO-K1 hM5 cells, Fluo-8 calcium fluorescence; 0% DMSO wells, 100% maximal acetylcholine response | activation, % at 3 µM | hit rate 0.19% among 360,000 | AID 624037;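 active = activation above the run's mean over test compounds plus 3 SD, cut at about 23% in these data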;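 also: signal is peak over basal fluorescence ratio across the kinetic read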
Target sequence (P08912 whole entry, looked up): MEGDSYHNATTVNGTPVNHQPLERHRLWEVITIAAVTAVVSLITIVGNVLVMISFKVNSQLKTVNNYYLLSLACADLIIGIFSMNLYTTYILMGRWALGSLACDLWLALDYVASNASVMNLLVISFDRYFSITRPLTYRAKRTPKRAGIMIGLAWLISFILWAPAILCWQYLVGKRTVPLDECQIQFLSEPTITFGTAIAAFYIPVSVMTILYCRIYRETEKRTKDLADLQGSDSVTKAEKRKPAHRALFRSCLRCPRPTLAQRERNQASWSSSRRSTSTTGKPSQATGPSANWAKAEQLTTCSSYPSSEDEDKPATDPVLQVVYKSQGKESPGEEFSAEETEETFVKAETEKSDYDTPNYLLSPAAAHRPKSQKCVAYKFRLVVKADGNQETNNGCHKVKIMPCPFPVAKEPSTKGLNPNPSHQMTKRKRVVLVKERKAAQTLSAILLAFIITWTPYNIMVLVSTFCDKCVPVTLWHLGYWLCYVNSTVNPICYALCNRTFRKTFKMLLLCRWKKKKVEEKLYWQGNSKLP
M5 antag = blocks acetylcholine activation of human M5 receptor; P08912; CHO-hM5 cells, Fluo-8 calcium fluorescence, ACh EC80; inhibition, % at 3 µM; hit rate 0.59% among 360,000; AID 624040;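 active = inhibition above a per-plate cutoff, the mean of that plate's test compounds plus 3 SD, cut at about 27% in these data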;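 also: 0% = acetylcholine EC80 with DMSO and 100% = DMSO without agonist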
CHRM4 antagonist = blocks acetylcholine activation of human M4 receptor; inhibition, % at 3 µM; CHO-hM4 cells, ACh EC80, Fluo-8 calcium fluorescence; hit rate 0.73% among 360,000; AID 624125;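 active = inhibition above its plate's cutoff, the mean inhibition of sample wells plus 3 SD, cut at about 27% in these data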;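 also: 0% = acetylcholine EC80 with DMSO and 100% = DMSO without agonist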
CHRM4 agonist = agonists of human muscarinic M4 receptor (CHRM4). activation, % at 3 µM. P08173. CHO-K1 hM4/Gqi5, Fluo-8 calcium fluorescence; vehicle 0%, full acetylcholine response 100%. hit rate 0.14% among 360,000;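 active = activation above the run mean over all test wells plus 3 SD, cut at about 32% in these data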;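 also: peak over basal fluorescence ratio per well then scaled between controls; 0% = DMSO wells and 100% = acetylcholine at EC100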
CRFR2-BP antag = CRF-BP/CRF-R2 complex antagonism | inhibition, % at 11.8 µM | hit rate 0.59% among 350,000 | HEK293 CRF-R2/CRF-BP, CRF-induced calcium fluorescence;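 active = inhibition of the ligand-induced calcium signal above about 50% at the single tested concentration, limit read from the data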
M5 PAM = potentiates acetylcholine response at human M5 receptor; hit rate 0.3% among 360,000; AID 624038; CHO-K1 hM5, Fluo-8 calcium, ACh EC20 PAM; 0% = ACh EC20, 100% = ACh EC100; activation, % at 3 µM;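 active = activation above the run cutoff, the mean activation of all test compounds plus 3 SD, cut at about 18% in these data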
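Replicates: One well per compound, no replicates | System: Human M5 receptor in CHO-K1 cells | Benchmarks: Low control EC20 acetylcholine (0%), high control EC100 acetylcholine (100%) | Probe or stimulus: Acetylcholine, EC20 level | Times: Fluo-8 loading 80 min at 37 °C plus 30 min room temperature | Signal: Intracellular calcium via Fluo-8 fluorescence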
* = called active by the depositor; . = no result given.

SMILES	CHRM4 PAM	CRFBP-R2 agonist	CHRM1 PAM	M5 ag	M5 antag	CHRM4 antagonist	CHRM4 agonist	CRFR2-BP antag	M5 PAM
COc1cc2c(cc1OC)C(c1cccc([N+](=O)[O-])c1)NC(=O)C2 (configuration not stated)	-1	-0.6	16	0	5	4	1	-10	2
CCOC(=O)C1=C(COC(=O)CNC(=O)c2ccc(Cl)cc2Cl)NC(=O)NC1C (configuration not stated)	1	-1.8	5	0	1	-2	3	23	-6
Cc1cccn2c(=O)c3cc(C(=O)NC4CCCC4)c(=N)n(Cc4ccc(F)cc4)c3nc12	-1	2.7	7	-4	-13	-3	1	8	10
CN1CCN(/N=C/c2ccc(-c3ccc([N+](=O)[O-])cc3Cl)o2)CC1	-3	48	3	5	10	10	13	-64	-1
CCCc1cc(=O)[nH]c(SCC(=O)NC2CCCCC2)n1	17	0.1	4	0	-12	-21	0	1	1
COC(=O)c1ccccc1NC(=O)C(=O)NCc1ccncc1	1	-2.1	-2	0	-4	-5	1	1	-3
CC1(C)NC(=O)N(CCCCOc2ccc(Cl)cc2C=O)C1=O	2	-1.5	3	3	7	-6	7	2	-2
CCc1c(C(=O)NC2CCCC2)csc1C	3	-0.9	4	-2	-11	0	-1	-15	3
Cc1ccc(NS(=O)(=O)c2cc3c4c(c2)CC(=O)N4CCC3)cc1C	-3	0.5	-2	-1	11	4	8	1	-7
CSCc1ccc(C(=O)Nc2cccc(C)c2C)cc1	-3	0.1	1	-3	5	11	0	-8	-3
CCOc1ccc2nc(NCCNC(=O)C3CC3)c(C)cc2c1	-5	-1.8	-2	-3	7	6	0	-3	-6
CC(C)CC(NC(=O)C(CC(C)C)NC(=O)OC(C)(C)C)C(N)=O (configuration not stated)	10	2.3	10	0	-2	12	0	-3	0
O=C(c1ccc(Cl)cc1)N1N=C(c2ccccn2)CC1(O)C(F)(F)F (configuration not stated)	-10	-1.2	-6	-4	12	-12	9	-5	-13
Cc1ccc(S(=O)(=O)N2CCN(C(=O)CSc3ncn[nH]3)CC2)cc1	-3	0.1	8	0	7	8	1	11	-1
Cn1cccc1C(=O)N1CCc2ccccc2C1	-10	0.7	-1	-7	-2	10	0	8	0
CC(C)(C)OC(=O)N1CC2(CCCCC2)CC1Cc1ccc(C(F)(F)F)cc1 (configuration not stated)	5	6.2	9	0	-2	-31	1	-13	0
O=C(NC1CCN(S(=O)(=O)c2cccc(F)c2)CC1)c1ccc(F)cc1	1	-0.5	6	-4	-4	-2	2	-5	6
CCOc1ccc2nc(SCC(=O)NCc3ccco3)sc2c1	10	-2.1	1	-2	15	5	0	26	0
Cc1nnc(NC(=O)C(C)Sc2nnc(-c3ccco3)n2C(C)C)s1 (configuration not stated)	-6	0.4	10	0	9	-1	0	4	1
COC(=O)c1ccc(NC(=O)COC(=O)CCC2CCCC2)cc1	11	0.0	7	4	1	-8	2	-11	8

Fetched by structure from the list above:
SMILES	CHRM4 PAM	CRFBP-R2 agonist	CHRM1 PAM	M5 ag	M5 antag	CHRM4 antagonist	CHRM4 agonist	CRFR2-BP antag	M5 PAM
O=C(c1ccc(Cl)cc1)N1N=C(c2ccccn2)CC1(O)C(F)(F)F (configuration not stated)	-10	-1.2	-6	-4	12	-12	9	-5	-13
O=C(NC1CCN(S(=O)(=O)c2cccc(F)c2)CC1)c1ccc(F)cc1	1	-0.5	6	-4	-4	-2	2	-5	6
Cc1ccc(S(=O)(=O)N2CCN(C(=O)CSc3ncn[nH]3)CC2)cc1	-3	0.1	8	0	7	8	1	11	-1
Cn1cccc1C(=O)N1CCc2ccccc2C1	-10	0.7	-1	-7	-2	10	0	8	0
CC(C)CC(NC(=O)C(CC(C)C)NC(=O)OC(C)(C)C)C(N)=O (configuration not stated)	10	2.3	10	0	-2	12	0	-3	0

The list continues.
SMILES	CHRM4 PAM	CRFBP-R2 agonist	CHRM1 PAM	M5 ag	M5 antag	CHRM4 antagonist	CHRM4 agonist	CRFR2-BP antag	M5 PAM
Cc1cccc(-c2sc(Nc3ccccc3)n[n+]2-c2ccccc2)c1	-1	-0.5	6	-10	14	4	2	-4	3
CC(=O)NC(CC(=O)NCCOc1ccccc1F)c1ccccc1 (configuration not stated)	6	3.9	8	-4	-4	0	1	-2	1
C=CCOc1nc2c(c(=O)n(C)c(=O)n2C)n1Cc1c(Cl)cccc1Cl	-4	-1.9	7	-1	-2	3	2	36	1
Cc1ccc(OCC(=O)N(Cc2ccccc2)C2CCS(=O)(=O)C2)c([N+](=O)[O-])n1 (configuration not stated)	-2	-2.5	-4	0	0	8	1	-5	-1
COc1ccc(-c2cccc(NC(=O)c3ccc4c(c3)OCO4)c2)nn1	-7	-0.9	0	2	6	0	11	-1	-12
O=C(CNC(=O)/C=C/c1ccco1)N=Nc1c(O)[nH]c2ccccc12	10	-1.4	6	-2	-9	-14	1	-8	0
CC(C)c1ccc(NC(=O)CCN2C(=O)c3ccc([N+](=O)[O-])cc3C2=O)cc1	-3	2.1	-4	3	-7	9	1	0	-2
COc1cc(NC(=O)CSc2nccc(=O)[nH]2)c(C)cc1[N+](=O)[O-]	-8	-0.4	-9	3	26	-2	11	-2	-18
COc1ccc(-c2nc3c4ccccc4ccn3c2CN2CCCCC2)cc1	-4	-1.9	7	-8	5	-6	-2	-31	0
Cc1cc(/C=C(\C#N)C(=O)OCC(=O)N(C)c2c(N)n(Cc3ccccc3)c(=O)[nH]c2=O)c(C)n1CC(C)C	6	-1.1	4	-2	1	-5	0	3	10
CCOc1ccc(S(=O)(=O)N2CCC(C(=O)NCC3CCCO3)CC2)cc1 (configuration not stated)	-5	-0.8	10	-3	8	19	-1	8	-1
CC1(C)Cc2c(c(N3CCOCC3)nc3snc(Br)c23)CO1	2	1.1	4	-9	1	2	1	-41	-2
CC(C(=O)N1CCCCC1)n1sc2ccccc2c1=O (configuration not stated)	-10	-0.6	6	2	-1	3	1	0	-2
Cc1nc(NC(=O)C23CC4CC(CC(C4)C2)C3)sc1Cc1ccc2c(c1)OCO2	1	0.3	3	-1	-1	5	0	-27	-3
COc1ccc(C)cc1S(=O)(=O)N1CCC(C(=O)N2CCN(C)CC2)CC1	3	-0.6	5	-3	7	-7	1	-2	-2
O=C(CSc1nnc(Nc2ccccc2)s1)NCc1ccco1	4	-4.8	8	-3	4	-5	1	14	0
Cc1ccc(Cl)cc1-c1cc(C(=O)NCc2ccc(C(F)(F)F)cc2)[nH]n1	-8	.	-6	21	5	1	24	.	-2
CN(C)c1ccc(CN(C(=O)c2ccc(Cl)c([N+](=O)[O-])c2)C2CCS(=O)(=O)C2)cc1 (configuration not stated)	0	0.9	7	-2	10	-7	5	-3	0
N/C(=N\OC(=O)N1CCOCC1)c1ccc(Br)cc1	-3	-1.8	11	1	-1	3	0	7	-2
O=C(Cn1cnc2ccccc2c1=O)c1ccc(Cl)cc1	4	-1.3	7	-2	-4	-7	2	-4	-1
Cc1cc(Br)cc2c1NC(=O)C2(c1c(C)n(C)n(-c2ccccc2)c1=O)c1c(C)n(C)n(-c2ccccc2)c1=O	1	0.1	9	-7	-2	-8	1	-2	4
COc1ccc(CCNC(=O)C2CCN(S(=O)(=O)c3ccc(C)cc3)CC2)cc1OC	0	-3.8	5	0	8	12	0	0	0
COc1ccccc1NC(=O)CCCn1c(=S)[nH]c2ccccc2c1=O	-3	-0.4	3	-1	3	0	1	10	-4
CC1(Cc2ccc(Cl)cc2)C(=O)Nc2c(Cl)cccc21 (configuration not stated)	-1	.	0	-2	-1	-9	-3	.	0
O=C1CC2(CCN(C(=O)COc3ccc(F)cc3)CC2)Oc2ccccc21	10	2.8	15	-1	2	-8	6	-19	-7
O=C(CSc1ccc(-c2ccccn2)nn1)NCc1ccc(F)cc1	5	-4.0	11	-3	12	-1	2	4	-1
COc1ccc(Oc2nc3ccccc3n3cccc23)cc1	10	0.5	1	-3	9	-5	0	0	1
CC1(C)Cc2cccc(OCC(=O)Nc3cc(C(F)(F)F)ccc3N3CCOCC3)c2O1	2	-0.7	-12	-3	11	4	1	-4	-23
NC(=O)CC(NC(=O)c1cccc(Br)c1)c1ccc(N2CCC(N3CCCCC3)CC2)c([N+](=O)[O-])c1 (configuration not stated)	7	0.0	5	-3	5	-1	1	-5	5
C=CCC1(CC=C)CCCN1C(=O)Cn1nnnc1CN(C)C(C)C	5	0.7	10	-2	0	-10	0	15	-6
O=C(CSc1nc2ccccc2o1)N/N=C/c1ccc(C(=O)O)cc1	-4	0.7	2	2	-5	-9	1	5	4
O=C1CCc2cc(S(=O)(=O)NC(Cc3ccccc3)C(=O)N3CCN(c4ccccn4)CC3)ccc2N1 (configuration not stated)	3	-0.1	6	1	10	-2	2	-2	5
CC(C)CCN1C(=O)c2ccc(C(=O)Nc3ccc(O)cc3C(=O)O)cc2C1=O	-4	-0.8	1	1	3	5	4	10	-2
COc1ccc(-c2nnc(N3CCOCC3)c3ccccc23)cc1	-3	-0.9	0	-2	5	4	0	3	-1
O=C(COC(=O)C1CC(O)CN1S(=O)(=O)c1ccc(Cl)cc1)c1ccccc1 (configuration not stated)	-1	1.6	9	-1	10	-4	2	-19	-6
O=S1(=O)CCOC[C@H](Cc2ccccc2)N1Cc1cccc(F)c1	11	-3.2	4	-1	3	-4	1	-1	-1
CCn1c(=O)c2c(n3c(=S)[nH]nc13)-c1ccccc1CC21CCCCC1	3	0.2	-2	-2	-8	2	0	-23	-13
O=C(NCc1ccco1)C1CCN(c2ccc(S(=O)(=O)N3CCOCC3)cc2[N+](=O)[O-])CC1	-21	1.4	0	-10	11	14	2	-3	-6
CCOC(=O)CSc1nc2c(c(-c3ccc(C)o3)c1C#N)CCCC2	-5	48	-14	-4	10	-2	-2	-7	-2
CCN(CC)S(=O)(=O)c1cc(C(=O)Nc2cc(Cl)ccc2N2CCN(C)CC2)ccc1Cl	13	0.3	6	0	-5	11	5	-31	3
CC(c1ccccc1)N1CNc2c(c(=O)n(C)c(=O)n2C)C1 (configuration not stated)	-2	6.1	6	0	3	-4	1	-35	-6
O=C(O)c1ccc2nc(C(F)(F)F)[nH]c2c1	6	0.1	11	0	-6	-13	0	12	3
C[C@H]1CC[C@@]2(O[C@@H](CCO)C[C@H](O)[C@H]2O)O1	9	2.0	9	4	2	-3	0	1	3
CC(=O)Nc1ccc(NC(=O)COC(=O)/C(=C/c2ccccc2)n2nnnc2C)cc1	12	-1.2	5	-3	-3	-16	1	-5	1
Cc1cc(OCC(F)(F)C(F)(F)C(F)(F)C(F)(F)C(F)(F)C(F)F)nc(N)n1	-10	1.8	-2	-1	8	3	2	9	-13
CC(C)(C)[C@H](N)C(=O)N[C@H]1CCC2C3CC=C4C[C@@H](O)CC[C@]4(C)C3CC[C@@]21C (some centres not stated)	-1	2.9	8	5	-8	-3	3	-16	4
COc1cccc(CN(C)C(=O)CSc2nc3ccccc3[nH]2)c1OC	-5	0.2	6	1	-4	10	6	-6	8
COc1cc(NC(=O)c2cc([N+](=O)[O-])ccc2N2CCOCC2)ccc1NC(=O)c1ccco1	11	1.4	9	-2	-3	-6	1	0	14
O=C(Nc1ccc2c(c1)OCCO2)C1CCCN(S(=O)(=O)Cc2ccccc2)C1 (configuration not stated)	-4	1.3	-3	-6	0	-6	4	-6	-9
O=C1[C@@H]2Cc3c([nH]c4ccccc34)C(c3ccc([N+](=O)[O-])cc3)N2C(=O)CN1C1CC1 (some centres not stated)	-3	0.0	-3	5	2	4	17	-14	-4
